# G6PDH CS: counter-screen for G6PDH assay hits: L. mesenteroides G6PDH inhibition; Purified L. mesenteroides G6PDH, diaphorase/resazurin coupled fluorescence, 45 min; inhibition, % at 5 µM; 200,000 compounds, 0.12% hits; AID 1020; in the data active = inhibition above about 50%
# FLuc act counter: firefly luciferase counter-screen for stimulation assays; P08659; ATPlite luciferase biochemical, luminescence, 10 min; 0 = ATP-free wells, 1 = DMSO control; activation factor at 10 µM; 200,000 tested, under 10 active; AID 1027;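 active = luciferase activation factor, scaled between plate controls, of at least 2 with compound at 10 µM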
# Target sequence (P08659 whole entry, looked up): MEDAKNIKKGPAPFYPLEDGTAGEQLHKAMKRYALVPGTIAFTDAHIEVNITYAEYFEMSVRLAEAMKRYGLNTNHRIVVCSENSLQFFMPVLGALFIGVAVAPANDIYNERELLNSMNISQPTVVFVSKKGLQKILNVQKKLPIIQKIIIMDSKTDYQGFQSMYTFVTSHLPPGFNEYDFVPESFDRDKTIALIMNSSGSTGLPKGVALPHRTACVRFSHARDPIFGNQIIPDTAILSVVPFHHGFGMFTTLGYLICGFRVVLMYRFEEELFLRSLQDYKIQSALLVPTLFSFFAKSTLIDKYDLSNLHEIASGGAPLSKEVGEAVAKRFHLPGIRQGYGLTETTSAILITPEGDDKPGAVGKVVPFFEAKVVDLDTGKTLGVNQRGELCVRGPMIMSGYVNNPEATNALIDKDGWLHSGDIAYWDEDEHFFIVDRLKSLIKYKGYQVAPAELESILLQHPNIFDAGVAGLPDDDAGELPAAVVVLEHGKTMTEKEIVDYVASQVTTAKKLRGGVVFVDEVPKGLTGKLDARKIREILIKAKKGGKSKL
#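 Assay system: Luciferase/luciferin detection reagent, cell-free biochemical luciferase assay / Also added: ATP substrate / Schedule: 10 min at ambient temperature / Measured by: luminescence measurement of luciferase light output / Benchmarks: low control with PBS replacing ATP, high control enzyme plus ATP without compound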
# FLuc inhib CS: inhibits firefly luciferase, flagging false hits in luciferase inhibition screens; ATPLite firefly luciferase biochemical luminescence, 10 min; inhibition, % at 10 µM; 200,000 compounds, 1.5% hits; AID 1006;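 active = inhibition above about 50% when tested at 10 µM, limit read from the data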
# NF-kB neuron act: compounds increasing NF-kB expression in human neuronal cells; fold change at 12.5 µM; 190,000 compounds, 1.6% hits; NF-kB reporter expression; active compounds read high; in the data active = fold change above about 3.3
# STAT1 act: STAT1 signaling activation | NIH 3T3 STAT1-luciferase reporter, IFN-gamma, luminescence; 100% = IFN-gamma alone, no compound | activation (% of control), % at 5.5 µM | 200,000 compounds, 2.6% hits | AID 932;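 active = activation above the screen-wide mean activation plus 3 SD, cut at about 130% in these data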;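 also: raw ratio to IFN-gamma control signal so 100% means no change and 0% no light; values of inactives mirror those of a sister screen read the other way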
# Hsp70 activator: switches on Hsp70 transcription; HeLa Hsp70 promoter luciferase reporter, luminescence; scaled: vehicle 0, proteasome-inhibitor control 100%; activation, % at 10 µM; 200,000 compounds, 0.04% hits; AID 1203;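 active = activation above the mean across all tested compounds plus 3 SD, cutoff set per campaign, cut at about 5.5% in these data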;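 also: 100% = MG132 at 30 µM as the positive control and 0% = DMSO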
# APP 5UTR inh: APP translation inhibition; inhibition, % at 2 µM; SH-SY5Y APP 5'UTR-luciferase reporter, luminescence; 190,000 compounds, 0.82% hits; AID 1285;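 active = inhibition above a set limit, derived from the sample mean plus 3 SD, cut at about 45% in these data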; also: values of inactives mirror those of a sister screen read the other way
# APP 5'UTR act: activates APP 5'UTR luciferase reporter; activation, % at 2 µM; 190,000 compounds, 1% hits; AID 1276; SH-SY5Y APP 5'UTR luciferase reporter, luminescence; zero percent = DMSO vehicle wells;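 active = activation above a set limit, based on mean plus 3 SD of controls, cut at about 140% in these data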; also: values of inactives mirror those of a sister screen read the other way
# Efa HMGR inh: inhibitors of class II HMG-CoA reductase from Enterococcus faecalis. purified E. faecalis HMGR, NADPH absorbance 340 nm kinetic. inhibition, % at 10 µM. 190,000 compounds, 0.41% hits. AID 1066;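 active = inhibition above a set limit, the median over all tested compounds plus 3 SD, cut at about 9.5% in these data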;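 also: enzyme runs in reverse so mevalonate oxidation gives rising NADPH absorbance; 0% = complete reaction with DMSO and 100% = background rate lacking mevalonate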
# DTT redox prof: compounds producing H2O2 with reducing agent – biochemical, NIH compound library profiling, artefact control for MLSCN library redox annotation, primary screen. DTT-dependent redox cycling H2O2, phenol red/HRP absorbance; 100% = 100 µM peroxide control, 0% = buffer. activation, % at 10 µM. 200,000 compounds, 0.03% hits;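 active = activation of at least 50% relative to the plate's high and low controls in the primary single-dose screen; inactive = activation below 50%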;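 also: compound incubated with DTT at 0.8 mM final as the reducing agent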
# * marks the source's active call; other numbers are inactive results.
SMILES,G6PDH CS,FLuc act counter,FLuc inhib CS,NF-kB neuron act,STAT1 act,Hsp70 activator,APP 5UTR inh,APP 5'UTR act,Efa HMGR inh,DTT redox prof
COc1ccccc1-n1cnc2cc(NS(=O)(=O)c3ccccc3)ccc21,9,1.1,-6,0.98,107,0.1,-17,17,1,1.4
Cc1ccc(Oc2ccc(S(=O)(=O)N3CCOCC3)cc2C(N)=O)c(-n2nc3ccccc3n2)c1,-3,1.1,-6,2.6,102,-0.5,46*,-46,-4,3.0
Cn1c(=O)c(-c2ccccc2)c(O)c2ccccc21,-1,1,0,1.3,109,-0.2,1,-1,-1,-0.4
Cc1ccc(Cl)cc1NC(=O)CC1NC2CCCCC2NC1=O (configuration not stated),11,1,-4,1.9,100,-0.2,-6,5,2,2.5
COc1cccc(CCNC(=O)c2ccc(C#N)cc2)c1,6,0.9,9,1.2,107,0.1,-8,8,-8,0.2
O=C(CSc1nnnn1-c1ccc2c(c1)OCCO2)OC1CCCCC1,-14,1,0,1.2,118,-0.1,-35,35,-1,0.2
CC1(C)CC(=O)C(C=NCCN2CCN(C3CC(=O)N(c4cccc(Br)c4)C3=O)CC2)=C(O)C1 (configuration not stated),4,1,-4,0.8,110,0.9,-11,11,-4,-0.7
O=C(CSCCO)Nc1cccc([N+](=O)[O-])c1,6,1,-4,1.3,94,-0.2,-9,9,-2,-0.1
Nc1nc(-c2ccc(Cl)cc2)nn1C(=O)c1cccnc1,-1,1,-1,0.81,102,0.2,-14,13,-4,-1.9
COCCNC(=O)/C(C#N)=C/C=C/c1ccccc1[N+](=O)[O-],6,1.1,-8,1.4,89,0.7,-15,15,-4,0.1
O=C(c1c(Cl)cccc1Cl)N1CCN(c2ccccn2)CC1,0,1.1,-8,1.1,105,-0.4,-9,9,-4,3.2
CCn1nc(C(=O)OCC(=O)Nc2nc(-c3ccc(OC)cc3)cs2)c2ccccc2c1=O,4,1,-4,3,107,0.1,-80,80,-1,-0.5
O=C(COc1cccc2ccccc12)N/N=C/c1ccc(Sc2nc3ccccc3s2)o1,-1,1.1,-6,0.93,102,0.2,5,-5,-2,0.2
COc1ccc(CCNC(=O)C(=O)NCc2ccc(C(C)C)cc2)cc1OC,1,1,-5,1,105,0.2,1,-1,4,-0.1
CCc1ccc(C2=Nn3c(nnc3-c3cccs3)SC2)cc1,2,1.1,-9,1.6,110,-0.2,-1,1,-10,-0.4
C(=C1/CCCC2=C1Nc1ncnn1C2c1ccccc1)/c1ccccc1 (configuration not stated),6,1,-2,0.81,87,0.1,34,-34,-4,1.4
CCOC(=O)N1CCN(C(=O)CSc2ncccn2)CC1,2,1.1,-10,1.1,93,-0.1,-1,1,-11,-5.7
CC(C)CN(C(=O)CN1CCc2ccccc21)c1c(N)n(CC(C)C)c(=O)[nH]c1=O,1,1,0,1.1,95,-0.2,-6,6,-2,-1.7
CCNc1nc(NCC)n2c(SC(C(=O)Nc3cc(C)ccc3OC)c3ccccc3)nnc2n1 (configuration not stated),13,1,-4,0.62,87,-0.6,-7,7,-7,-0.1
CCOC(=O)c1nnn(CC(=O)NC(=O)Nc2cccc(CC)c2)c1C(=O)OCC,4,1.1,-5,1.1,101,-0.2,-21,21,-5,0.6
CC(O)CNCCCCOc1ccc(OCc2ccccc2)cc1 (configuration not stated),1,1,2,1.1,106,-0.3,-60,59,-5,0.2
CC1CCCN(CC(O)COc2ccc3c(c2)OCO3)C1 (configuration not stated),1,1,-2,1.2,98,0.1,-15,15,-2,-0.9
CC(C)CC(NC(N)=O)C(=O)NCCc1ccc(Cl)cc1Cl (configuration not stated),-4,1,-3,0.9,94,0.1,-9,9,2,-1.9
COc1ccc(CCNC(=O)COC(=O)Cc2ccc(OC)cc2)cc1,-4,1,-4,1.1,104,-0.3,5,-5,-8,0.1
CC(NC(=O)CCCCCN1C(=O)c2ccccc2C1=O)c1ccc2c(c1)CCCC2 (configuration not stated),-20,1,-4,0.78,99,-0.3,-10,10,-3,1.3

# As a short view, part of the list above:
SMILES,G6PDH CS,FLuc act counter,FLuc inhib CS,NF-kB neuron act,STAT1 act,Hsp70 activator,APP 5UTR inh,APP 5'UTR act,Efa HMGR inh,DTT redox prof
COc1ccccc1-n1cnc2cc(NS(=O)(=O)c3ccccc3)ccc21,9,1.1,-6,0.98,107,0.1,-17,17,1,1.4
Cc1ccc(Oc2ccc(S(=O)(=O)N3CCOCC3)cc2C(N)=O)c(-n2nc3ccccc3n2)c1,-3,1.1,-6,2.6,102,-0.5,46*,-46,-4,3.0

# Remaining list, next part
SMILES,G6PDH CS,FLuc act counter,FLuc inhib CS,NF-kB neuron act,STAT1 act,Hsp70 activator,APP 5UTR inh,APP 5'UTR act,Efa HMGR inh,DTT redox prof
O=C1/C(=C/c2ccccn2)COc2ccccc21,-3,0.6,39,1.3,96,0.1,5,-5,-1,-0.2
Clc1ccc(-c2nnc(Sc3nc4ccccc4o3)c3ccccc23)cc1,-1,1.1,-6,4.2*,103,-0.3,-11,11,-3,-4.9
Cn1c(=O)oc2cc(S(=O)(=O)N3CCC(C(=O)N4CCN(c5ccccc5)CC4)CC3)ccc21,4,1.1,-7,1.1,102,-0.2,-4,4,3,-2.2
O=C1CN(CC(=O)N2CCOCC2)c2ccccc2O1,43,1,-4,1,89,0.2,5,-5,-8,1.4
O=C(CCSCc1ccccc1Cl)NCc1cccs1,4,1.1,-6,1.4,98,-0.5,2,-2,-3,-0.6
O=C(CNC(=O)c1ccccc1F)Nc1ccccc1C(F)(F)F,7,1.1,-6,1.2,102,-0.1,2,-2,-6,4.7
CC(=O)Nc1sc(C)c(C)c1C(=O)OCC(=O)N(CC(C)C)C1CCS(=O)(=O)C1 (configuration not stated),-5,1,-4,1.2,103,-0.3,2,-3,-5,-0.7
COc1ccc(C(=O)OCC(=O)NCc2ccco2)cc1S(=O)(=O)N1CCN(c2cccc(Cl)c2)CC1,1,1.1,-10,1.1,97,-0.3,-3,3,-2,0.2
CSc1nsc(SCC(=O)N2CCCc3ccccc32)n1,3,1,-1,1.1,97,0.2,2,-2,-1,2.9
Cc1[nH]nc2c1C(Cc1ccccc1)C(C#N)=C(N)O2 (configuration not stated),15,1,2,1.6,104,-0.2,4,-4,3,-8.3
CCc1sc(C(=O)N2CCc3ccccc32)cc1C,2,0.4,63*,8.3*,134*,0.0,-189,189*,1,-0.3
O=C(Oc1ccc(N(Cc2cccs2)C2=NS(=O)(=O)c3ccccc32)cc1)c1ccc(Cl)cc1,0,1.1,-6,1.2,98,-0.4,13,-13,-1,-0.5
O=C(NCc1ccc(F)cc1)C1CCN(S(=O)(=O)N2CCCCC2)CC1,1,1.1,-9,1.5,95,0.1,-22,22,-1,2.0
CC1CCCCN1c1nnc(NC(=O)Cn2c(=O)oc3ccccc32)s1 (configuration not stated),7,1.1,-7,1.3,102,0.2,7,-7,0,-2.8
O=C(CCN1CCN(Cc2ccccc2)CC1)Nc1cccc(Cl)c1,1,1.1,-6,0.93,91,-0.4,-7,7,3,3.3
O=C(c1cccc(F)c1)N1CCN(C(=O)c2nn3cccnc3c2Cl)CC1,38,1,3,0.99,98,0.3,-8,8,-3,0.5
Clc1ccc2c(c1)C1OCCC1C(c1ccco1)N2 (configuration not stated),2,0.5,54*,1.8,113,0.3,-41,41,3,2.2
COc1ccccc1N1CCN(S(=O)(=O)c2ccc3nc(-c4ccccc4)[nH]c3c2)CC1,13,1.1,-8,1.2,93,-0.6,15,-15,-2,0.5
C=CCn1cc(-c2cccc(C(F)(F)F)c2)cc(C#N)c1=O,10,1,0,1.1,95,-0.2,-7,7,-2,-1.0
COc1ccc(NC(=O)CSc2c3c(nc4ccccc24)CCC3)c(OC)c1,-14,1,-1,0.72,104,-0.3,7,-7,0,2.2
CCOc1ccccc1N(C)C(=O)c1nn(-c2ccc(OC)cc2OC)c(=O)c2ccccc12,7,1,0,1.3,85,-0.4,-3,3,-1,-0.5
Cc1cccc(S(=O)(=O)NCCC(=O)OC(C)C(=O)NC(=O)NC2CCCCC2)c1 (configuration not stated),-4,1.1,-6,1,94,-0.1,2,-2,0,-0.2
Cc1cc(C)cc(N2CCN(C(=O)N3CCOCC3)CC2)c1,6,1,-1,1.3,99,0.1,-3,3,6,-3.2
CC(C)C(NC(=O)OCc1ccccc1)C(=O)OCC(=O)N1C(C)CCCC1C (configuration not stated),6,1,4,0.91,99,-0.2,0,0,-8,4.8
COc1ccc(N2CCN(C(c3ccccc3)c3nnnn3Cc3ccc(F)cc3)CC2)cc1 (configuration not stated),4,1.1,-6,0.79,108,0.0,7,-7,-7,1.3

# Next entries follow:
SMILES,G6PDH CS,FLuc act counter,FLuc inhib CS,NF-kB neuron act,STAT1 act,Hsp70 activator,APP 5UTR inh,APP 5'UTR act,Efa HMGR inh,DTT redox prof
CCc1ccc(-n2cc(-c3ccc(F)cc3)[n+]3c2SCCC3)cc1,-3,1.1,-7,0.59,72,0.6,4,-4,-3,-2.3
COCCCn1c(SCc2ccccc2)nc2cc(OC)c(OC)cc2c1=N,1,1,-1,0.39,105,0.0,4,-4,-2,-6.4
CC(C)OCCCNC(=S)NNC(=O)c1ccc(Cl)c(Cl)c1,9,1,-2,0.96,112,-0.3,-8,8,0,-0.7
O=C(O)CCS(=O)(=O)Cc1ccccc1Cl,-7,1,-4,1.7,105,-0.2,4,-4,-5,0.2
Cc1ccc2c(CC(=O)OC3CCOC3=O)coc2c1 (configuration not stated),3,1,-3,1.1,96,-0.2,2,-2,-1,-0.1
CSc1cccc(NC(=O)C2CCCN(S(=O)(=O)c3cnc[nH]3)C2)c1 (configuration not stated),-1,1.1,-5,1.1,105,0.3,11,-11,-3,-0.8
Cc1nn(CC(=O)NC(C)c2ccccc2)c(C)c1[N+](=O)[O-] (configuration not stated),19,1.1,-8,1.3,105,-0.2,-4,4,-4,-0.5

# Part of the list above in order of number of heavy atoms, lowest first.
SMILES,G6PDH CS,FLuc act counter,FLuc inhib CS,NF-kB neuron act,STAT1 act,Hsp70 activator,APP 5UTR inh,APP 5'UTR act,Efa HMGR inh,DTT redox prof
CCc1sc(C(=O)N2CCc3ccccc32)cc1C,2,0.4,63*,8.3*,134*,0.0,-189,189*,1,-0.3
CCOC(=O)N1CCN(C(=O)CSc2ncccn2)CC1,2,1.1,-10,1.1,93,-0.1,-1,1,-11,-5.7
COCCNC(=O)/C(C#N)=C/C=C/c1ccccc1[N+](=O)[O-],6,1.1,-8,1.4,89,0.7,-15,15,-4,0.1
CSc1cccc(NC(=O)C2CCCN(S(=O)(=O)c3cnc[nH]3)C2)c1 (configuration not stated),-1,1.1,-5,1.1,105,0.3,11,-11,-3,-0.8
C(=C1/CCCC2=C1Nc1ncnn1C2c1ccccc1)/c1ccccc1 (configuration not stated),6,1,-2,0.81,87,0.1,34,-34,-4,1.4
CC(C)C(NC(=O)OCc1ccccc1)C(=O)OCC(=O)N1C(C)CCCC1C (configuration not stated),6,1,4,0.91,99,-0.2,0,0,-8,4.8
CCOC(=O)c1nnn(CC(=O)NC(=O)Nc2cccc(CC)c2)c1C(=O)OCC,4,1.1,-5,1.1,101,-0.2,-21,21,-5,0.6
CC(NC(=O)CCCCCN1C(=O)c2ccccc2C1=O)c1ccc2c(c1)CCCC2 (configuration not stated),-20,1,-4,0.78,99,-0.3,-10,10,-3,1.3
CCNc1nc(NCC)n2c(SC(C(=O)Nc3cc(C)ccc3OC)c3ccccc3)nnc2n1 (configuration not stated),13,1,-4,0.62,87,-0.6,-7,7,-7,-0.1

# From PubChem BioAssay
